Screening results from PubChem.
mcGAS MS inh = mouse cGAS inhibition by mass spec | Q8C6L5 | recombinant mouse cGAS, cGAMP by RapidFire MS | inhibition, % at 12.5 µM | 130,000 compounds, 0.18% hits | AID 1259397;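 active = inhibition of cGAS enzyme activity at or above 60%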;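 note: enzyme stimulated by 45 bp dsDNA with ATP and GTP substrates; cGAMP share of summed cGAMP plus half ATP and half GTP signals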
Target sequence (Q8C6L5 whole entry, looked up): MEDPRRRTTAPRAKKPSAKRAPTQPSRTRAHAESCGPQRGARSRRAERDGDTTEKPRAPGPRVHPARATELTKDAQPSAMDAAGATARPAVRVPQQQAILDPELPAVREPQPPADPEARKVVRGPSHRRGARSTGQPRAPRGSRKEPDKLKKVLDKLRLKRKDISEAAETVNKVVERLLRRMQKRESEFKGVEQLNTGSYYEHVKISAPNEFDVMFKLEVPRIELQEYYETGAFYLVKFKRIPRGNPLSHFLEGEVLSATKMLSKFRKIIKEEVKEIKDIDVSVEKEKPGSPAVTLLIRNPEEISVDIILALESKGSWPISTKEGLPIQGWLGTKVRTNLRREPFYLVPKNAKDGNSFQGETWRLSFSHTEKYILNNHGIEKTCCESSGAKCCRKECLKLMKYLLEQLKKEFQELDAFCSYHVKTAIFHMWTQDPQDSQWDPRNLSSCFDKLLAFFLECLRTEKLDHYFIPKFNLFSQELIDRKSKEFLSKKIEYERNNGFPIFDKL
* = called active by the depositor; & = joins results of further samples.

compound	mcGAS MS inh
CCc1nc(C)c(C(=O)NCCc2nncn2CC)s1	-14.1
O=C(Cn1cnc(Cl)c1Cl)NCc1n[nH]c(=O)c2ccccc12	-6.6
Cc1ccc(NC(=O)C(C)Sc2n[nH]c(N)n2)cc1 (centres undefined)	-6.0
O=C(NCCn1nc(-c2ccncc2)ccc1=O)Nc1ccc(F)cc1F	-6.2
CCc1ccc(/C(Cl)=C/C2C(C#N)=C(C)N=C(C)C2C#N)cc1 (centres undefined)	-5.3
Nc1nc(/C=C/c2ccc(Br)cc2)nc(-c2ccccc2O)n1	-2.0
Cc1ccccc1CSc1nc(=O)n2cccc(C)c2n1	-1.0
CC(=O)C(C)n1c(=O)c2c(nc3n(-c4ccccc4F)c(C)c(C)n23)n(C)c1=O (centres undefined)	-4.8
Oc1cccc(O)c1	-6.5
CN(Cc1ccccc1C(F)(F)F)C(=O)NC1CCN2CCCC12 (centres undefined)	-7.5
Cc1nc(Cl)cc(Nc2cnn(C(C)(C)C)c2)n1	-3.4
CC(=O)NC1C(OCC(C)C)OC(COC(C)=O)C(OC(C)=O)C1OC(C)=O (centres undefined)	-0.5
CC(=O)Nc1ccc(S(=O)(=O)NNc2cccc(C)c2)cc1	6.5
CC(C)CCNC(=O)/C(C#N)=C1\N=C(NC(=O)c2cccnc2)c2ccccc21	-6.3
CC(NCc1ccc(C(C)(C)C)cc1)c1ccc(S(C)(=O)=O)cc1 (centres undefined)	0.2
O=C(NC(=S)NCCc1ccccc1)C1CCCCC1	-2.1
CCn1c(C2CCCN(C(=O)c3csc(NC)n3)C2)nn(C)c1=O (centres undefined)	-9.2
COc1ccc(N)cc1S(=O)(=O)Nc1ccc(I)cc1	-5.8
COc1ccc(Nc2nc(N3CCN(C(=O)c4ccco4)CC3)nc3[nH]ncc23)cc1	-5.9
COC(=O)[C@@H](NC(=O)C1CC2CCCCN2C1)C(C)(C)C (some centres undefined)	-14.4
Cn1c(=O)c2c(nc(N3CCCC3)n2Cc2ccccc2Cl)n(C)c1=O	-3.4
Cn1c(=O)n(C)c2cc(CNC(=O)C3CCC(=O)N(CCc4ccccn4)C3)ccc21 (centres undefined)	-6.2&-1.0
Cc1occc1C(=O)NC1CC(=O)N(CCCc2ccccc2)C1 (centres undefined)	-3.5
CCn1cc2c(n1)C(=O)N(c1ccccc1)C1c3ccccc3C(=O)N21 (centres undefined)	-7.7
COC(=O)CSc1nc2ccccc2c(=O)n1Cc1ccc(OC)cc1	-1.1
O=S(=O)(Oc1ccc(Cl)cc1Cl)c1ccc(F)cc1	13.0
Clc1ccc(-c2noc(CN3CCCC(OCc4cccnc4)C3)n2)cc1 (centres undefined)	-3.6
CC(NCC1CNc2ccnn2C1)c1ccccc1Br (centres undefined)	-12.3
CCCc1nc(C)c(CNC(=O)CC2COCCN2)s1 (centres undefined)	-25.0
Cc1oc2nc[nH]c(=O)c2c1C(=O)O	-4.9

(further entries)
compound	mcGAS MS inh
COc1ccccc1-n1cc(C(=O)N2CCC3(CN(C)C(=O)O3)C2)cn1 (centres undefined)	-11.5
Cc1c(C(=O)N2CCC(C(N)=O)CC2)cnn1-c1ccc(Cl)cc1	-14.6
COc1ccccc1NC(=O)NCCCn1nc(-c2ccco2)ccc1=O	6.8
COc1ccc(C(C)=O)cc1CN1C(=O)C2(CCC2)ON=C1c1cc(Cl)ccc1OC	-4.9
CCC(C(=O)N1CC(Oc2ccccc2F)C1)n1cccn1 (centres undefined)	-9.5
Cn1cc(Cl)cc1C(=O)Nc1cnc(-c2ccccc2)nc1	1.4
Cc1[nH]n(-c2ccccc2)c(=O)c1N=Nc1cccc(Cl)c1	-11.4
COCCN1CCC(CN2CCN(c3nccc4ccccc34)CC2)CC1	-12.4
Cc1ccc(N2CC(C(=O)NC(C)c3cccc(Cl)c3)CC2=O)cc1 (centres undefined)	-1.6
COc1cccc(OC)c1OCCCOc1ccc(Cl)cc1Cl	-0.2
CO/N=C(/C(=O)NC1C(=O)N2C(C(=O)O)=C(CSc3nc(=O)c(=O)[nH]n3C)CS[C@H]12)c1csc(N)n1 (some centres undefined)	-4.9
CCOC(=O)CCCNC(=O)CSc1n[nH]c(-c2ccc(Br)cc2)n1	11.7
CC(=O)Nc1cc(S(=O)(=O)Nc2ccc(C)c(F)c2)ccc1C	-42.8
CC(C)Cc1nc2sc3c(NCCN4CCOCC4)ncnc3c2c2c1COC(C)(C)C2	4.8
CCCCN(C)C(=O)c1sc(=O)n(Cc2ccccc2C)c1C	-4.7
O=C(Cc1ccc2c(c1)CCO2)Nc1cccnc1Cl	-8.3
Cc1nn(C)cc1CCC(=O)OC1C2CCCOC2C1(C)C (centres undefined)	-8.3
Cc1cccc(Nc2cc(N3CCN(CCCOc4ccccc4)CC3)ncn2)c1	-3.2
CCOC(=O)C1(Cc2ccccc2C)CCCN(C(=O)c2cc(OC)cc(OC)c2)C1 (centres undefined)	-9.6
COC1=CC=CC(=Cc2c(N)n3nc(C4CCCCC4)sc3nc2=O)C1=O	-5.2
CCSc1nnc(NC(=O)c2csc3c2CCCC3)s1	-2.7
O=C1c2ccccc2NC2(CCSC2)N1c1ccc2c(c1)OCO2 (centres undefined)	-26.4
O=C(c1cc2c(cc1O)OCO2)N1CCC(Nc2cccnn2)CC1	-3.1
CCCn1c(-c2ccc(C)cc2)nc2c(c(=O)c3ccccc3n2C)c1=O	-6.8
N#Cc1c(-c2ccco2)cc(C2CC2)[nH]c1=S	-1.5
CNS(=O)(=O)CC1CCCN1C(=O)c1ccc(C)c(C)c1 (centres undefined)	-4.3
Cc1nn(C)c(C)c1CCC(=O)N(C)C(C)c1nccs1 (centres undefined)	37.9
CC(O)CN1CCN(c2cc(C(C)C)nc(C(C)C)n2)CC1C (centres undefined)	-16.1
CC1(C)CCC[C@]2(C)C=C(C3OCCO3)C(=O)C[C@@H]12	-5.2
Cc1c(NC(=O)Nc2ccccc2-c2ccccc2)n(C)c(=O)n1-c1ccccc1	-20.1

Following part:
compound	mcGAS MS inh
COc1ccc2[nH]c(C)cc(=O)c2c1	-5.3
CCc1[nH]n2c(=O)cc(CSc3nccc(C)n3)nc2c1-c1ccc(F)cc1	1.2
O=C(c1ccc(Cn2cccn2)o1)N1CC[C@H](CO)[C@H](O)C1	-8.7
O=C(O)CCCN1C(=O)S/C(=C/c2ccc(Br)cc2)C1=O	26.1
Cc1cc(CN(C)C(C)C(N)=O)cc(C)c1OCC(F)(F)F (centres undefined)	-2.2
CNc1cccc(-c2cccc(C#N)c2)n1	2.2
CC1(C(=O)NS(=O)(=O)c2ccc3ccccc3c2)CCN1C(=O)Cc1ccc(-c2ccccc2)cc1 (centres undefined)	-17.1
O=c1[nH]c2ccccc2nc1-c1c[nH]n(-c2ccccc2)c1=O	16.9
CC(Oc1ccc(O)cc1)(P(=O)(O)O)P(=O)(O)O	0.2
CC(C)C(NC(=O)Nc1ccccc1C(F)(F)F)C(=O)N1CCOCC1 (centres undefined)	4.1
Cn1ccc(CN2C(=O)NC(C)(c3ccccc3C(F)(F)F)C2=O)cc1=O (centres undefined)	13.2
CC(C)(C)CC(C)(C)c1ccc(OCC(=O)NNC(=O)c2cc([N+](=O)[O-])cc([N+](=O)[O-])c2)cc1	-9.1
Cc1ccc(CCCCC(=O)N2CCCCC2CNC(N)=O)cc1 (centres undefined)	5.3
Cc1nnc(SCC(=O)N2CCCC(C(=O)c3cccc(OC(C)C)c3)C2)s1 (centres undefined)	-8.0
CCn1ccnc1CN(C)c1cc(C2CCNCC2)nc(C)n1	-21.1
COCC(C)NC(=O)CSC12CC3CC(CC(C3)C1)C2 (centres undefined)	7.0
Cc1ccc(CN(C)C(=O)CNc2ccc3oc(=O)n(C)c3c2)o1	-10.4
O=C(CCc1ccc(F)cc1)Nc1ccc(N2CCCCC2)nc1	-2.8
Clc1cc(Cl)c2cccc3c2c1N=C3N1CCCCCC1	-14.5
CCCCn1c(=O)c2c(nc3n2CCCN3c2ccc(F)cc2)n(C)c1=O	-6.2
Cn1cc(C(=O)Nc2ccc(Cl)cc2)c2[nH]c(=O)n(-c3ccc(F)cc3)c(=O)c21	-27.6
O=C(c1ccc2ccccc2c1)N1CCC(n2c(=O)[nH]c3ccccc32)CC1	-5.3
Nc1nc(C(Cl)(Cl)Cl)nc(-c2ccccc2)c1C(=O)c1ccccc1	-32.5
Cc1cc(C)n(CC(C)N2CCC(N3CCC(C(=O)NC4CC4)CC3)CC2)n1 (centres undefined)	-5.5&-3.0
O=C(C1Cc2ccccc2O1)N1CCC(n2cc(-c3ccccc3)nn2)CC1 (centres undefined)	-19.0
COc1ccc(C)cc1NC1CCCN(C(=O)CC(C)(C)C)C1 (centres undefined)	-2.7
N#Cc1c(-c2ccccc2)cc(-c2ccccc2)nc1C(C#N)C#N	-1.7
COc1cc(NC(=O)Cn2c3ccccc3c(=O)c3ccccc32)cc(OC)c1	-0.7
CN(C)C(=O)CN1CCC2(CCCO2)CCC1=O (centres undefined)	-10.4
N#Cc1c(C[n+]2ccccc2)cc(=O)n2c1[nH]c1ccccc12	3.4&5.8

The list continues.
compound	mcGAS MS inh
CN(Cc1ccc(OC(F)(F)F)cc1)C(=O)c1cccc(NS(C)(=O)=O)c1	0.2
COc1ccc(NC(=O)C2C(=O)CN(c3ccccc3)C2=O)cc1 (centres undefined)	-7.5
CCOc1ccccc1CN1CCCC(CNC(=O)C2(c3ccc(Cl)cc3)CC2)C1 (centres undefined)	-4.7
COCCOC(=O)C1=C(C)N(C)C(=O)NC1c1ccccc1I (centres undefined)	-15.9
CN1CCC(N(C)c2ccc(-c3nc(CCc4ccccc4)no3)cn2)C1 (centres undefined)	-9.8
C=CCn1c(CCN2CCCCC2)n[nH]c1=S	-2.6
Cc1noc(Cl)c1CC(=O)NCC(C)(C)NC(C)c1ccccc1 (centres undefined)	0.8
CCCN(Cc1c(C)nn(-c2ccccc2)c1Oc1ccc(C)cc1)CC(O)c1ccccc1 (centres undefined)	-8.2
COc1cc(S(=O)(=O)Nc2ccc(Cl)cc2)ccc1NC(=O)CC(C)(C)C	-4.0
O=C(c1ccc(-c2ccncc2)nc1)N1CCCN(C2CCCCC2)CC1	-14.5
CCOCCn1c(SCC(=O)OCC)nc2c1c(=O)[nH]c(=O)n2C	-15.4
O=S1(=O)CC2N=C(Nc3ccc(F)cc3F)SC2C1 (centres undefined)	11.0
CCOc1ccccc1N1CCN(S(=O)(=O)c2cc(OC)ccc2OC)CC1	-11.1
NC(=O)c1cc(NC(=O)CCC(=O)O)ccc1Cl	-5.9
NC(=O)c1nnc2n1CCN(C(=O)c1cccc3c1OCCO3)C2	-12.0
CCOCCn1c(CN2CCN(c3ccccc3F)CC2)nc2c1c(=O)n(C)c(=O)n2C	-2.6
Cn1c(=O)c2[nH]c(SCC(=O)C(C)(C)C)nc2n(C)c1=O	-5.0
CN(Cc1nc2ccc(F)cc2[nH]1)C(=O)CCC1CCOC1=O (centres undefined)	-6.5
CCN1CCN(Cc2cncc(-c3cc(C)ccc3C)c2)CC1	-11.1
Cc1ccc(F)c(S(=O)(=O)NCc2noc(C(C)(C)C)n2)c1	-2.7
O=C(NC(=S)N1CCCC1)c1ccccc1	-4.3
CCOC(=O)N1CCN(/C=C(\C#N)S(=O)(=O)c2ccc(OC)cc2)CC1	-2.1
Cc1ccc(-c2cnc(C(O)c3cc(C)cc(C)c3)[nH]2)cc1 (centres undefined)	-7.0
CC(OC(=O)c1ccc(=O)n(Cc2ccccc2Cl)c1)C(=O)NC(C)(C)C (centres undefined)	4.6
CCOC(=O)C(C)(C)n1cc(N)cn1	-6.8
Cc1ccc(N(C(=O)C2CCCN(C(=O)C3CC3)C2)C2CCCCC2)nc1 (centres undefined)	-1.0
COc1ccccc1CN1CCC(C(=O)Nc2cccc(-c3cscn3)c2)CC1	-7.5&-4.2
CN(CCCc1cnn(C)c1)C(=O)[C@@H]1CCCCN1	-22.2
CN(Cc1ncc[nH]1)C(=O)[C@@H]1C[C@H]1c1ccccc1	-7.8
OC[C@@H]1CCCN1c1ccn2nccc2n1	-7.9

7 compounds drawn at random from those above, as already listed:
compound	mcGAS MS inh
CN1CCC(N(C)c2ccc(-c3nc(CCc4ccccc4)no3)cn2)C1 (centres undefined)	-9.8
CCOC(=O)C(C)(C)n1cc(N)cn1	-6.8
CCOCCn1c(SCC(=O)OCC)nc2c1c(=O)[nH]c(=O)n2C	-15.4
Cc1noc(Cl)c1CC(=O)NCC(C)(C)NC(C)c1ccccc1 (centres undefined)	0.8
Cn1c(=O)c2[nH]c(SCC(=O)C(C)(C)C)nc2n(C)c1=O	-5.0
CCN1CCN(Cc2cncc(-c3cc(C)ccc3C)c2)CC1	-11.1
NC(=O)c1nnc2n1CCN(C(=O)c1cccc3c1OCCO3)C2	-12.0

The results go on.
compound	mcGAS MS inh
CC1Oc2ccccc2C2CC(c3ccc(-c4ccccc4)cc3)=NN12 (centres undefined)	-23.6
COc1cc(CSc2nc(=O)n3cccc(C)c3n2)cc(OC)c1	-5.2
O=C(c1ccccc1-c1ccccc1)N1CC(c2ccncc2)C1	-13.3
CN(C(=O)c1ccc(=O)[nH]c1)C1CCCc2ccccc21 (centres undefined)	-7.5
COc1ncccc1C(=O)N1CC(c2ccncc2)C1	-3.5
NCc1nc(-c2ncccn2)no1	-8.1

Part of the list above, reformatted:
mcGAS MS inh	structure
-5.2	COc1cc(CSc2nc(=O)n3cccc(C)c3n2)cc(OC)c1
-13.3	O=C(c1ccccc1-c1ccccc1)N1CC(c2ccncc2)C1

A portion of the library; rates above refer to the full screens.
